# Screening data deposited in PubChem by Broad Institute.
# PGC1a acetyl inh = inhibitors of PGC1a acetylation signal, primary screen, cell-based, U2OS, AlphaScreen, inhibitor mode | AlphaScreen anti-acetyl-lysine; with virally co-expressed GCN5 acetyltransferase | inhibition, % at 15.6 µM | hit rate 0.17% among 350,000;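 active = every replicate shows inhibition of at least 40%; inconclusive = mean inhibition at least 40% but some replicate below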;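 also: 0% = neutral control wells and 100% = positive control wells; some results beyond the cut were filed as inactive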
# LGR2 antag = inhibitors of bursicon-induced LGR2 CRE-luciferase signal, primary screen, cell-based, HEK293, CRE-luciferase reporter, bursicon stimulation; Drosophila bursicon receptor LGR2 (rickets); hit rate 0.35% among 380,000; inhibition, % at 9.99 µM; AID 720647, 2013; bursicon-stimulated, 4 h;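 active = drop in luminescence signal, shown as inhibition above about 50% in the replicate tests, limit read from the data, passing the limit was not always enough; inconclusive = probably only some replicates passing the limit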;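 also: agonist challenge used bursicon conditioned medium at about half maximal strength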
# PAX8 reporter = inhibitors of PAX8-driven TPO luciferase reporter, primary screen, RMG-I cells, single concentration | inhibition, % at 12.6 µM | hit rate 1.2% among 360,000 | SteadyGlo, 24 h;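 active = mean replicate inhibition at least 60% with every replicate also reaching 60%; inconclusive = only one of the two criteria is met; inactive = mean below 60% and not all replicates reaching 60%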;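 also: luciferase light reporting Pax8 driven TPO promoter activity; plate controls were median of neutral control wells for no effect and mitoxantrone controls for full effect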
# FN deposit inh = inhibitors of fibronectin matrix deposition, primary screen, AH1F cells, Alexa488-fibronectin fluorescence, plate reader; inhibition, % at 12.6 µM; AH1F fibroblasts, overnight; AID 743247, 2014; hit rate 0.086% among 350,000;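 active = mean inhibition across replicates of 30% or more, regardless of how many single replicates reach that level; inconclusive = mean under 30% yet at least half of replicates reach 30%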;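 also: positive control wells lacked labelled fibronectin entirely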
#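 Material: AH1F fibroblast monolayer depositing Alexa488-labelled fibronectin into matrix | Input: 10000 AH1F cells/well | Medium: DMEM plus 2% serum, read in PBS | Reagent: Alexa488-fibronectin, 24 nM final in well | Compound dosing: One dose per compound, pinned | Schedule: 1 h adhesion, overnight exposure | Measured by: Fluorescence at 485 nm excitation, 525 nm emission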
# Cneo AK release = Cryptococcus neoformans cell lysis inducers, primary screen, AK release luminescence, single concentration. lysis activity, % at 15 µM. hit rate 0.2% among 360,000. AID 651654, 2012. C. neoformans lysis, adenylate kinase release luminescence, 4 h; normalised: neutral wells 0, clomiphene wells 100;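 active = mean lysis activity across replicates of at least 80%, whatever share of replicates individually reach that level; inactive = mean lysis activity below 80%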
#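 Material: C. neoformans cells | Amount: Yeast cell density of 5 × 10^6 cells/mL | Medium: Fresh YPD growth medium | Dosing: Single dose | Times: Static 4 h at 37 °C with compound, 1 h detection | Detection: AK luminescence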
# miR122 inh = miR-122 Renilla sensor signal increase in Huh7, primary screen, miR-122 inhibitor project, cell-based, single point, plate reader; Huh7 miR-122 Renilla luciferase sensor, 48 h; neutral wells = 0, positive control = 100; activation (reporter increase), % at 12.5 µM; hit rate 0.3% among 340,000;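 active = mean replicate activation score at least 90 and every replicate individually at or above 90; inconclusive = only one of the two criteria met; inactive = neither criterion met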;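 also: higher luciferase means less miR-122 activity so hits act as miR-122 inhibitors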
# EWS-Fli inh = EWS/Fli-driven NR0B1 reporter inhibitors, primary screen, A673 cells, NR0B1 luciferase, luminescence, MLPCN library. AID 651661, 2012. hit rate 0.67% among 350,000. inhibition, % at 12.6 µM. viability-normalised;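 active = mean inhibition of at least 50% after viability correction, with every replicate also passing that limit; inconclusive = mean reaches 50% but only one of two replicates passes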;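 also: firefly luciferase signal divided by Alamar Blue viability fluorescence both relative to DMSO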
# Casp6 inh = human caspase-6 inhibitors, primary screen, biochemical, VEID-R110 fluorescence, single point, set 2; P55212; purified caspase-6, Z-VEID-R110 cleavage fluorescence; inhibition, % at 12.5 µM; hit rate 0.53% among 350,000; AID 686996, 2013;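 active = mean inhibition across replicates at least about 35%, with every replicate also reaching that limit, limit read from the data; inconclusive = only one of the two criteria met; inactive = neither criterion met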;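 also: 0% = median of neutral control wells and 100% = no fluorescence left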
# * hit, by the source's call; ? = inconclusive; . = no result given; [ ] = another dose, or the depositor's remark.
# Each structure is followed by: PGC1a acetyl inh	LGR2 antag	PAX8 reporter	FN deposit inh	Cneo AK release	miR122 inh	EWS-Fli inh	Casp6 inh
- C[C@H]1CN([C@@H](C)CO)C(=O)c2cccc(NS(=O)(=O)c3cn(C)cn3)c2O[C@H]1CN(C)Cc1ccc(-c2ccccc2)cc1
  4	-3	7	.	-2	-3[16.7 µM]	1	-1
- O=c1ccc2ccc(OCc3ccccc3)cc2o1
  8	-79	-77	-4	-3	-23	-118	1
- O=C(Nn1c(=O)[nH]c2ccsc2c1=O)c1ccccc1
  1	.	.	10	1	-2	.	.
- CC(C)(C)[C@H]1COC(=O)[C@H](NC(=O)OCC2c3ccccc3-c3ccccc32)C/C=C\C[C@@H](CC(=O)N[C@H](CO)Cc2ccccc2)C(=O)N1
  -6	20	-12	-2	-3	0	-1	3
- CCC(C)c1ccccc1N1CC(C(=O)N2CCN(S(=O)(=O)c3cccc([N+](=O)[O-])c3)CC2)CC1=O (configuration not stated)
  .	-5	8	3	.	.	4	-2
- COCC(=O)N1CC2(C1)[C@H](c1ccc(-c3cccc(F)c3)cc1)[C@H](CO)N2C(=O)C1CC1
  1	-10	.	-7	.	.	-8	.
- O=C(CSc1ncnc2c1oc1ccccc12)NCC1CCCO1 (configuration not stated)
  -10	1	.	.	-1	-3	.	.
- CCN(CC(=O)Nc1ccc(OC)cc1)C(=O)c1cc(-c2cccs2)nn1-c1ccccc1
  .	27	-1	-7	1	.	11	0
- C[C@@H]1CN([C@@H](C)CO)C(=O)c2cc(NC(=O)C3CCCCC3)ccc2O[C@H]1CN(C)S(=O)(=O)c1ccc(Cl)cc1
  -2	.	12	.	3	-4[16.7 µM]	12	4
- CCc1ccc(NC(=O)CN2C(=O)C(=O)N(Cc3ccccc3)C2=O)cc1
  .	10	8	3	.	.	-3	-2
- C=CCNC(=O)NC(=O)CN1C(=O)NC(c2ccccc2)(c2ccccc2)C1=O
  .	-2	23	-1	1	.	3	0
- Cn1c(=NC(=O)CS(=O)(=O)c2ccccc2)sc2ccccc21
  -5	-14	-107	9	0	-11	-26	9
- Cc1ccc(S(=O)(=O)Nc2nc3ccccc3nc2NCC2CCCO2)cc1C (configuration not stated)
  -2	1	15	4	14	67	6	1
- CC(C)NC(=O)N(C)C[C@@H]1Oc2ccc(NC(=O)c3ccncc3)cc2CC(=O)N([C@@H](C)CO)C[C@H]1C
  -4	2	-3	9	-1	-3[16.7 µM]	3	-2
- Cc1ccccc1SCc1noc(C(=O)NC(C)C)c1C(=O)O
  .	-4	-2	-19	6	.	-8	0
- O=C(c1cc(-c2ccc(Cl)cc2)on1)N1CCOCC1
  1	-14	.	.	-7	2	.	-2
- COC(C/C=C/C(=O)[C@@H](C)OCc1ccccc1)OC
  0	.	8	8	0	-3	-14	-2
- Cn1nnnc1SCC(=O)Nc1ccc(C(=O)N2CCN(Cc3ccccc3F)CC2)cc1
  .	23	-5	3	1	.	0	0
- O=C1CSC(c2ccccc2)N1c1ccc(F)cc1F (configuration not stated)
  -17	20	-8	-7	-3	17	4	-4
- CCN(CC)C(=O)Cn1c(=O)n(CCCCCC(=O)Nc2ccccc2)c(=O)c2sccc21
  .	-1	35	7	.	.	-3	-2

# Each structure is followed by: PGC1a acetyl inh	LGR2 antag	PAX8 reporter	FN deposit inh	Cneo AK release	miR122 inh	EWS-Fli inh	Casp6 inh
- O=C(Nn1c(-c2ccncc2)nc2ccccc2c1=O)c1ccc([N+](=O)[O-])cc1Cl
  35	-12	-4	7	.	6	5	-1
- O=C(NCc1ccccn1)C(=O)NCC1OCCN1C(=O)c1ccc(Cl)cc1 (configuration not stated)
  -1	12	.	-10	0	4	3	-5
- CC1(Cc2ccc(Cl)cc2)C(=O)Nc2c(Cl)ccc(Cl)c21 (configuration not stated)
  -80	30	11	-10	1	-12	-5	1
- C[C@@H]1CN([C@H](C)CO)C(=O)c2cccc(NS(C)(=O)=O)c2O[C@@H]1CN(C)S(=O)(=O)c1ccc(Cl)cc1
  5	2	.	.	5	13[16.7 µM]	-2	0
- C[C@@H]1CN([C@H](C)CO)C(=O)c2cccc(NC(=O)c3ccc(-c4nccs4)cc3)c2O[C@H]1CN(C)C(=O)Nc1ccc2c(c1)OCO2
  0	-4	.	.	-1	-5[16.7 µM]	-2	0
- O=C(CC(O)c1ccncc1)c1ccccc1O (configuration not stated)
  11	-2	-2	8	-2	6	8	0
- COc1ccc(S(=O)(=O)N(C)C[C@@H]2OCCCC[C@H](C)Oc3ccc(NC(=O)CCC(F)(F)F)cc3C(=O)N([C@@H](C)CO)C[C@H]2C)cc1
  1	-2	-6	.	-1	5[16.7 µM]	1	2
- C[C@H](NC(=O)c1ccccc1)C(=O)N1CCC2(CC1)NCCc1[nH]cnc12
  -4	1	16	-6	1	-2	.	-3
- CCOC(=O)CN1C(=O)N[C@@H](c2cccc(C(F)(F)F)c2)[C@@H](C(=O)OC)[C@H]1C
  .	-12	13	4	-8	.	1	-3
- COCC#Cc1ccc2c(c1)O[C@@H](CN(C)Cc1cncnc1)[C@H](C)CN([C@H](C)CO)S2(=O)=O
  11	-3	.	0	0	19[16.7 µM]	1	-4
- CCOc1ccccc1OCC(=O)Nc1cccc(S(=O)(=O)N2CCCCCC2)c1
  3	7	8	-3	3	2	4	1
- C[C@H](CO)N1C[C@H](C)[C@@H](CN(C)Cc2ccc3c(c2)OCO3)OCCCC[C@H](C)Oc2ccc(NS(=O)(=O)c3ccc(F)cc3)cc2C1=O
  -1	10	-12	0	24	0[16.7 µM]	4	0
- O=C(CCN1C(=O)C2C3CCC(C3)C2C1=O)OCC(=O)c1ccccc1 (configuration not stated)
  .	-7	-28	7	-2	0	-1	-8
- Cc1ccc(Cn2nnc3c(=O)[nH]c(C4CCCN(C(=O)c5ccco5)C4)nc32)cc1 (configuration not stated)
  .	2	-57	0	-7	.	1	1
- O=C(NCCCN1CCOCC1)c1ccc(CS(=O)(=O)c2c(Cl)cccc2Cl)o1
  .	-13	-3	-8	3	.	-2	-13
- O=C(C[C@@H]1C[C@@H]2c3cc(NC(=O)Cc4ccncc4)ccc3O[C@@H]2[C@H](CO)O1)NCc1ccccn1
  11	-1	-22	.	-2	2[16.7 µM]	1	2
- CC(C)(C)c1ccccc1OCC(=O)NCCCn1ccnc1
  33	-3	2	3	1	3	2	-9
- CCOC(=O)Nc1cc(OC)cc2ccc(C)nc12
  6	2	-7	6	2	-3	-7	-2
- COc1ccc(C=CC(=O)c2c(N)n(C)c(=O)n(C)c2=O)cc1
  .	-10	-6	0	.	.	-17	-3
- CCCOc1ccc(C(F)(F)F)cc1NC(=O)C1CC(=O)N(Cc2ccco2)C1 (configuration not stated)
  -2	.	9	-2	0	3	6	30

# Looked up by structure from the entries so far, 2 records:
# Each structure is followed by: PGC1a acetyl inh	LGR2 antag	PAX8 reporter	FN deposit inh	Cneo AK release	miR122 inh	EWS-Fli inh	Casp6 inh
- CCOC(=O)Nc1cc(OC)cc2ccc(C)nc12
  6	2	-7	6	2	-3	-7	-2
- Cc1ccc(S(=O)(=O)Nc2nc3ccccc3nc2NCC2CCCO2)cc1C (configuration not stated)
  -2	1	15	4	14	67	6	1

# The listing continues:
# Each structure is followed by: PGC1a acetyl inh	LGR2 antag	PAX8 reporter	FN deposit inh	Cneo AK release	miR122 inh	EWS-Fli inh	Casp6 inh
- O=C(NCc1ccc(F)cc1Cl)C1CCN(S(=O)(=O)N2CCCCC2)CC1
  -7	-11	-19	8	0	-7	-3	-2
- CCCCN(C)Cc1c(C)[nH]c2ccccc2c1=O
  ?	-24	3	1	.	-2	8	-1
- Cc1cccn2c(CNCC3OCCc4ccccc43)c(C(=O)N3CCCCC3)nc12 (configuration not stated)
  .	4	11	-9	.	.	-1	-2
- CN1CC(=O)Nc2ccc(F)cc2C1=O
  -7	.	-18	-8	2	4	.	.
- COCCn1c(-c2ccc(OC)cc2)c(-c2ccc(OC)cc2)oc1=O
  -3	-6	-25	3	0	-4	19	1
- O=C(NCC1CCCO1)c1ccc(NC(=O)c2ccc(Br)cc2)cc1 (configuration not stated)
  10	-16	-2	14	0	2	3	-2
- CSC(C(=O)c1cc2ccccc2o1)c1ccccc1 (configuration not stated)
  2	-26	-131	8	4	-1	-49	0
- COc1ccc(S(=O)(=O)Nc2ccc3c(c2)C(=O)N([C@@H](C)CO)C[C@H](C)[C@H](CN(C)C(=O)Nc2ccc(C(F)(F)F)cc2)OCCCC[C@H](C)O3)cc1
  9	8	50	-10	-2	1[16.7 µM]	12	-1
- Cc1cccc(OCC(=O)Nc2ccc3oc(=O)ccc3c2)c1
  .	-18	-17	-16	1	.	-3	.
- CC1=C(C)CC(C(=O)NCc2ccccc2F)C(C(=O)O)C1 (configuration not stated)
  18	-4	18	-3	-4	-4	-3	5
- Nc1nc(N)nc(-c2cccc([N+](=O)[O-])c2)n1
  3	-23	-41	3	-1	-6	0	2
- Cc1cccc(C)c1NC(=O)CN(C)c1ccc(C(F)(F)F)cn1
  4	-2	7	-17	.	3	9	-1
- CC(=O)c1sc(NC(=O)c2ccc(Cl)cc2)nc1C
  1	-19	-59	2	.	-1	-82	-5
- O=C(COc1ccc(S(=O)(=O)N2CCCCC2)cc1)NCc1cccnc1
  -7	-5	.	.	1	-5	-19	4
- CC(C)(C)C1c2[nH]c3ccccc3c2CCN1Cc1cccc(OCCO)c1 (configuration not stated)
  2	8	31	7	-3	7	14	5
- CCc1ccc(C(=O)Nc2cc(C)ccc2F)s1
  -14	-45	-24	-1	8	-4	-84	2
- Cc1ccccc1OCC(=O)Nc1cc(S(=O)(=O)N2CCCCC2)ccc1N1CCN(C)CC1
  -4	17	17	7	.	-3	24	1
- CN(C)CCNc1nc(S(=O)(=O)c2ccccc2)c(Cl)s1
  3	-18	4	.	.	.	-3	-7
- C[C@@H]1NS(=O)(=O)c2ccc(F)cc2O[C@@H]1c1ccccc1
  .	-3	2	5	.	.	0	3
- CCOC(=O)C(C)n1cnc2c(oc3ccccc32)c1=O (configuration not stated)
  0	.	.	-4	0	-2	.	.

# Each structure is followed by: PGC1a acetyl inh	LGR2 antag	PAX8 reporter	FN deposit inh	Cneo AK release	miR122 inh	EWS-Fli inh	Casp6 inh
- N#CCCN(Cc1ccccc1)S(=O)(=O)c1cccs1
  -6	-12	-10	3	-1	.	2	2
- COCCn1c(SCC(=O)NCc2ccc3c(c2)OCO3)nnc1C(C)C
  -4	-2	12	3	-1	0	2	1
- CCCc1cc(=O)oc2cc(C)cc(OCC(=O)O)c12
  .	.	-3	-11	-1	7	.	.
- O=C(N/N=C/c1cn[nH]c1-c1ccc(Cl)cc1)c1ccc([N+](=O)[O-])cc1
  .	11	12	-4	.	.	-14	3
- CO[C@@H]1CN(C)C(=O)c2cc(NC(=O)NC3CCCCC3)ccc2OC[C@H](C)N(CC2CC2)C[C@H]1C
  5	0	.	-8	3	0[16.7 µM]	10	-1
- O=C(C[C@H]1C[C@@H]2c3cc(NC(=O)NC4CCCC4)ccc3O[C@@H]2[C@H](CO)O1)NCC1CC1
  8	-7	2	-4	-7	3[16.7 µM]	4	1
